Wnt act: Wnt/beta-catenin pathway activation. Wnt/beta-catenin reporter cell assay, activator, plate reader. activation, % at 9.35 µM. actives 1.2% (n = 300,000). AID 743398; in the data active = activation above about 30%, passing the limit was not always enough; inconclusive = no clear call, values can overlap the other calls;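 note: 0% = neutral control wells and 100% = positive control wells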
phage Ecoli inh: E. coli growth loss with phage present; growth absorbance; inhibition, % at 11.9 µM; actives 0.26% (n = 360,000); in the data active = inhibition above about 11%
CAL PDZ FP-1: blocks peptide binding to human CAL PDZ domain; Q9HD26; inhibition, % at 20 µM; purified CAL PDZ, TMR-peptide fluorescence polarization, 1 h; actives 0.02% (n = 330,000); AID 504414;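 active = highest replicate inhibition of at least 40%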;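 note: plate controls were DMSO neutral control wells for no effect and unlabeled competitor peptide control wells for full effect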
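System: tagged CAL PDZ domain. Schedule: 1 h room-temperature incubation prior to read. Signal: fluorescence polarization (mP). Measure: percent inhibition from loss of millipolarization.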
Tat transport: blocks Tat-dependent protein export in E. coli; E. coli MC4100 TorA-mCherry Tat export, fluorescence; inhibition, % at 10 µM; actives 0.036% (n = 340,000);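 active = mean replicate inhibition at least 50% and at least half of replicates individually reaching 50%; inconclusive = only one of the two criteria met; inactive = neither criterion met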;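 note: exported cargo escapes ClpAP degradation while cytoplasmic cargo is degraded and loses fluorescence; 0% = median of neutral control wells and 100% = median of NaSCN control wells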
CAL PDZ FP-2: CAL PDZ (human) peptide binding inhibition | inhibition, % at 24.9 µM | purified CAL PDZ, TMR-peptide fluorescence polarization, 1 h | Q9HD26 | actives 0.92% (n = 300,000) | AID 602252;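 active = mean inhibition of at least 30% with at least half of replicates also reaching 30%; inconclusive = no clear call, values can overlap the other calls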;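 note: 0% = DMSO neutral control and 100% = excess unlabeled competitor peptide PRC23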
MITF act: MITF TRPM1 promoter activation in melanoma cells. SK-MEL-5 TRPM1-promoter luciferase, 24 h; % of positive control, neutral wells = 0. activation, % at 12.5 µM. actives 0.75% (n = 300,000). AID 588334;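 active = mean activation of at least 80% with every replicate also reaching 80%; inconclusive = mean reaches 80% but some replicate falls short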;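 note: 0% = neutral control wells and 100% = parthenolide positive control wells; values of inactives mirror those of a sister screen read the other way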
SR-BI DiI-HDL act: enhances SR-BI lipid uptake from DiI-HDL; activation, % at 12.5 µM; CHO ldlA[mSR-BI] cells, DiI-HDL uptake fluorescence, 3 h; 100 = double the neutral-control signal; actives 0.096% (n = 320,000);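 active = mean replicate activation of at least 60% and every replicate at or above 60%; inconclusive = mean or all-replicate condition met, but not both; inactive = mean below 60% and not all replicates reaching 60%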;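 note: 0% = median plate neutral-control signal and 100% = twice that signal; values of inactives mirror those of a sister screen read the other way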
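Material: SR-BI-overexpressing, LDLR-lacking CHO cells | Dosing: Single compound concentration, delivered by pin transfer | Probe or stimulus: Labelled HDL, 10 µg/mL | Signal: Bottom-read cell fluorescence after medium removal, ex 550/em 595 nm | Schedule: 3 h, 37 °C | Evaluation: HDL uptake via cellular fluorescence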
Ecoli viability: reduces bacterial viability in AddAB counter-screen; E. coli V3065 growth, OD600 absorbance, 18 h; inhibition, % at 11.9 µM; actives 0.27% (n = 330,000);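 active = inhibition above the campaign's mean inhibition across all tested compounds plus 3 SD, cut at about 9.9% in these data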;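 note: uninfected addAB+ strain grown without phage in ampicillin broth; 0% = DMSO wells and 100% = ciprofloxacin 0.95 µg/ml wells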
AddAB inh: less growth of phage-infected E. coli with AddAB | actives 0.29% (n = 330,000) | E. coli expressing H. pylori AddAB, absorbance growth | inhibition, % at 11.9 µM | AID 435030; in the data active = inhibition above about 12%;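 note: 0% = vehicle wells of infected cells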
SR-BI DiI inh: inhibitors of mouse SR-BI mediated HDL lipid uptake | ldlA[mSR-BI] CHO cells, DiI-HDL uptake fluorescence, 3 h | inhibition, % at 12.5 µM | actives 0.96% (n = 320,000) | AID 488896;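 active = mean replicate inhibition of at least 70% and a set share of replicates each scoring 70 or more; inconclusive = meets just one of the two criteria; inactive = fails both criteria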;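 note: 0% = median of neutral control wells and 100% = median of positive control wells; values of inactives mirror those of a sister screen read the other way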
Target sequence (Q61009 whole entry, looked up): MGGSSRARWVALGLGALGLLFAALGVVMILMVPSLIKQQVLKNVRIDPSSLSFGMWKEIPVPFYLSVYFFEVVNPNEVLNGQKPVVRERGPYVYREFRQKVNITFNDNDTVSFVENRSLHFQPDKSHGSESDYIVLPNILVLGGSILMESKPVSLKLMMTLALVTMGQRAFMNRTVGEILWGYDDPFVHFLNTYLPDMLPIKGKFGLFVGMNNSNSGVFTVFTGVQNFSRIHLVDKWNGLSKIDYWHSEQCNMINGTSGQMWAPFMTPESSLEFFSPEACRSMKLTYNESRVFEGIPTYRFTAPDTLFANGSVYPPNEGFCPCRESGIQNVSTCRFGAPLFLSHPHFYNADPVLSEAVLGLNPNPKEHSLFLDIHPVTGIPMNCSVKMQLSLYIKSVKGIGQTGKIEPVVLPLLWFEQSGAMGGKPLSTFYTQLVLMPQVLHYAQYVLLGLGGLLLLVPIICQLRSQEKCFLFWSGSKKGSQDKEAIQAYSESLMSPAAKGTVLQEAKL
Active calls of the source: *; ? = inconclusive; · = no result given.

A first look, two compounds:
SMILES | Wnt act | phage Ecoli inh | CAL PDZ FP-1 | Tat transport | CAL PDZ FP-2 | MITF act | SR-BI DiI-HDL act | Ecoli viability | AddAB inh | SR-BI DiI inh
Cn1c2ccccc2c2cc(/C=N/NC(=O)c3cc(O)cc(O)c3)ccc21 | 0 | 0.2 | -1.0 | -1 | -1 | -2 | -28 | 0.2 | 1.5 | 28
COc1ccc(-c2cc(CN3C(=O)c4ccccc4C3=O)on2)cc1 | -2 | 1.6 | -2.4 | -6 | 5 | -3 | 31 | -1.9 | -1.7 | -31

Main list (from the top)
SMILES | Wnt act | phage Ecoli inh | CAL PDZ FP-1 | Tat transport | CAL PDZ FP-2 | MITF act | SR-BI DiI-HDL act | Ecoli viability | AddAB inh | SR-BI DiI inh
Cn1c2ccccc2c2cc(/C=N/NC(=O)c3cc(O)cc(O)c3)ccc21 | 0 | 0.2 | -1.0 | -1 | -1 | -2 | -28 | 0.2 | 1.5 | 28
COc1ccc(-c2cc(CN3C(=O)c4ccccc4C3=O)on2)cc1 | -2 | 1.6 | -2.4 | -6 | 5 | -3 | 31 | -1.9 | -1.7 | -31
O=C1C(=O)c2ccc(-c3ccccc3)cc2-c2ccccc21 | · | 2.3 | 0.0 | 15 | · | -104 | -92 | 3.5 | 2.9 | 92*
Fc1cccc(Cl)c1CSc1nnc(CNc2ccccc2)o1 | -1 | 3.4 | -0.2 | 6 | · | 34 | 18 | 0.6 | -3.1 | -18
CC(C)CCNC(=O)C1CCN(C(=O)N(C)C)CC1 | -1 | 4.1 | -2.7 | -3 | -2 | -4 | 26 | -0.3 | -0.2 | -26
O=C(N/N=C/c1cccc(OCC(=O)N2CCCC2)c1)C(=O)Nc1ccccc1F | -3 | 5.1 | -1.4 | 2 | · | 1 | -31 | -0.9 | 2.9 | 31
O=C(N/N=C/c1ccccn1)c1cccc(NC(=O)c2ccc(Cl)cc2)c1 | 1 | -2.8 | -1.4 | 7 | 3 | -1 | -51 | -1.5 | -0.6 | 51
O=C(C1CC(=O)N(c2ccccc2)C1)N1CCN(c2ccccc2)CC1 (centres undefined) | -1 | 3.0 | -1.6 | 0 | -1 | -9 | 3 | 0.2 | 1.1 | -3
CCN1CCCC1CNC(=O)C(=O)NC (centres undefined) | -1 | 0.1 | -1.8 | 2 | -3 | -6 | 5 | 0.1 | 4.8 | -5
COCCCNC(=S)N/N=C/c1ccccc1O | 3 | 5.2 | 0.0 | 7 | -2 | · | -3 | -1.4 | 1.4 | 3
Cc1ccc(S(=O)(=O)N2CCCC(C(=O)NCC(C)C)C2)cc1 (centres undefined) | 2 | 0.0 | -0.9 | -1 | -15 | -10 | 27 | -0.3 | 0.1 | -27
CN(C)c1ccc(C2=NOC(CN3C(=O)c4ccccc4S3(=O)=O)C2)cc1 (centres undefined) | · | 4.4 | -1.9 | -5 | -1 | · | -26 | 0.6 | 3.1 | 26
COc1ccc(C2N3CC4(C)CN2CC(C)(C3)C4=O)cc1OC (centres undefined) | 2 | 3.3 | -2.5 | -3 | · | -1 | 7 | -1.8 | 5.0 | -7
COc1ccc(CCNC(=O)C2CCN(C(=O)NC3CCCCC3)CC2)cc1 | -3 | 1.9 | -0.4 | 20 | -3 | 5 | 7 | 0.5 | -0.4 | -7
COc1cccc(NC(=O)[C@H](C)NC(=O)C2CCN(S(=O)(=O)c3ccc(C)cc3)CC2)c1 | 6 | 0.5 | -2.1 | -2 | -3 | -5 | · | 1.4 | -0.6 | ·
CCN(CC)S(=O)(=O)c1ccc(S(=O)(=O)N(Cc2ccccn2)Cc2ccco2)cc1 | -4 | -0.1 | -3.5 | -2 | 0 | 0 | 6 | -0.7 | 0.8 | -6
O=[N+]([O-])c1ccc(N2N=C(c3ccccc3)CC2c2ccccc2O)cc1 (centres undefined) | -1 | 1.7 | -2.1 | 1 | 1 | -3 | -39 | · | · | 39
C=CCn1c(SCC(=O)c2ccc(OC)cc2)nnc1-c1ccc2c(c1)OCO2 | 1 | 3.4 | -3.2 | 1 | -2 | -1 | -21 | 1.5 | 0.6 | 21
N#Cc1nc(-c2cccs2)oc1NCCc1ccccc1 | · | 1.2 | -0.6 | -7 | 0 | 46 | -15 | -2.4 | 2.4 | 15
Cn1nc(C(F)(F)F)c(CO)c1Sc1ccc(F)cc1 | -17 | 3.8 | -1.3 | 3 | -2 | -3 | 2 | -3.0 | 2.1 | -2
Cc1cccc(OCCC(=O)NNC(=O)c2ccoc2C)c1 | -3 | 1.5 | -0.2 | -6 | -6 | 3 | 8 | -0.6 | -0.6 | -8
CCOC(=O)c1c(NC(NC(C)=O)C(Cl)(Cl)Cl)sc2c1CCCC2 (centres undefined) | · | 4.0 | 0.7 | 3 | 0 | -2 | -45 | 0.4 | 3.0 | 45
Cc1ccc2nc3n(c(=O)c2c1)-c1ccccc1C(=O)NC3Cc1ccccc1 (centres undefined) | 0 | 0.0 | · | · | · | · | · | -2.0 | -0.1 | ·
O=C1CSc2ccc(C(=O)NCC(c3ccco3)N3CCCCC3)cc2N1 (centres undefined) | 4 | 3.9 | -0.4 | -5 | -4 | 7 | -7 | 1.8 | 2.1 | 7
CC(=O)[C@H]1[C@H]([C@H](O)[C@H](O)CO)O[C@](O)(C(=O)O)C[C@@H]1O | 0 | 3.1 | 0.7 | 0 | -3 | 8 | 35 | 1.2 | 6.5 | -35
N#Cc1ccc(-c2csc(NC(=O)c3cc(-c4cccs4)nc4ccccc34)n2)cc1 | 2 | -3.6 | -1.4 | 1 | -7 | -11 | -38 | 1.1 | 1.6 | 38
Clc1ccc(SCc2cn3ccccc3n2)cc1 | 16 | 3.7 | -1.0 | 1 | 0 | ? | 13 | 1.5 | 0.8 | -13
O=[N+]([O-])/C(C(Cl)=C(Cl)Cl)=C(/Sc1ccccc1)N1CCCCC1 | 0 | -1.5 | -1.0 | ? | -2 | · | 8 | 0.8 | 2.6 | -8
Cc1ccnc2nc(C(=O)OCCOc3ccccc3)nn12 | · | 0.5 | · | 6 | -4 | -7 | 5 | -0.7 | 1.4 | -5
CCCNS(=O)(=O)c1ccc(OCC(=O)NCCCOC)cc1 | -5 | 2.3 | -0.5 | 6 | -2 | · | 7 | 0.2 | 3.4 | -7
O=C(Nc1ccccc1)c1nnsc1S(=O)(=O)c1ccc(Cl)cc1 | -1 | 0.4 | 0.9 | -16 | · | · | 21 | -1.9 | 1.4 | -21
CC1=C(C#N)C(c2ccc3ncccc3c2)C(C#N)=C(C)N1 | -3 | -0.3 | -1.0 | 0 | -5 | -4 | 3 | -2.7 | -3.5 | -3
O=C(OCC(=O)N1CCCCC1)c1ccc2ccccc2n1 | -3 | -0.6 | -5.4 | -3 | 2 | -6 | 9 | 1.7 | 0.8 | -9
Cc1ccc(C2(C)NC(=O)N(CC(=O)Nc3c(C)n(C)n(-c4ccccc4)c3=O)C2=O)cc1 (centres undefined) | 1 | 0.9 | -3.0 | -11 | -1 | -7 | -12 | -0.3 | 2.1 | 12
Cc1cc(-c2nnc(SCC(=O)NC3CCCC3)o2)no1 | · | -2.1 | -0.8 | 5 | -1 | -6 | 9 | 0.4 | 0.5 | -9
CCc1ccccc1NC(=O)c1noc(C(C)C)c1[N+](=O)[O-] | -1 | 3.1 | -3.0 | -5 | · | 40 | -15 | 1.3 | 0.9 | 15
COc1ccc(/C=C2/CCCc3ccccc3C2=O)cc1 | 1 | 2.3 | -0.2 | 6 | 2 | 39 | -13 | · | · | 13
CSCCC(NS(=O)(=O)c1cccc(C(F)(F)F)c1)C(=O)N1CCN(C(=O)c2ccco2)CC1 (centres undefined) | -3 | 0.5 | 0.2 | 0 | 1 | -5 | 0 | · | · | 0
CN1CCN(c2ccccc2NC(=O)c2ccc(-c3ccc(Cl)c(Cl)c3)o2)CC1 | -4 | 0.7 | -6.5 | -1 | -1 | 3 | -22 | -1.8 | -1.9 | 22
N=C1S/C(=C\c2ccco2)C(=O)N1c1ccc2c(c1)OCO2 | 3 | 3.9 | 0.0 | 4 | 6 | 29 | -20 | -1.7 | 0.8 | 20

Some entries already given, reduced to MITF act and SR-BI DiI inh.
Compound	MITF act	SR-BI DiI inh
O=C(Nc1ccccc1)c1nnsc1S(=O)(=O)c1ccc(Cl)cc1	·	-21
CC1=C(C#N)C(c2ccc3ncccc3c2)C(C#N)=C(C)N1	-4	-3
O=C(OCC(=O)N1CCCCC1)c1ccc2ccccc2n1	-6	-9

Next part.
SMILES | Wnt act | phage Ecoli inh | CAL PDZ FP-1 | Tat transport | CAL PDZ FP-2 | MITF act | SR-BI DiI-HDL act | Ecoli viability | AddAB inh | SR-BI DiI inh
O=C(NNC(=S)NC(=O)c1cn(-c2ccccc2)nc1-c1ccccc1)c1ccncc1 | 0 | 3.2 | -11 | -8 | 3 | 0 | -29 | -0.6 | 1.7 | 29
COc1cccc(NC(=O)CN(C)C(=O)CCCNC(=O)c2ccc(Cl)cc2)c1 | 14 | -1.5 | -0.7 | -2 | 1 | · | 18 | 2.1 | 4.0 | -18
COc1ccc(NC(=S)N(CCCN2CCCC(C)C2)Cc2cccs2)cc1 (centres undefined) | 0 | 1.4 | -1.8 | 7 | 15 | -3 | 9 | 0.6 | -1.0 | -9
CCn1ccnc1CN1CCCCC1C(=O)Nc1ccc(Oc2cccnc2)cc1 (centres undefined) | -1 | 1.1 | -0.6 | 1 | -3 | -23 | 20 | -1.1 | 2.9 | -20
CCN(CCC(=O)Nc1cc(OC)cc(OC)c1)Cc1ccccc1 | 0 | 1.1 | 0.3 | 3 | -5 | 14 | -2 | -0.8 | 4.5 | 2
CCNc1nc(SCC(=O)Nc2ccc(Cl)c(Cl)c2)nc(N(C)C)n1 | -2 | 2.4 | -2.5 | -8 | -2 | -12 | -23 | 0.6 | 0.2 | 23
CCOC(=O)CSc1nc(C(C)(C)C)cc(C(F)(F)F)c1C#N | 5 | 0.8 | 0.5 | 4 | -1 | -1 | -24 | -2.6 | 0.4 | 24
O=C(NCCOc1ccc(F)cc1)c1ccccc1SCc1ccccc1 | -7 | 3.4 | -0.6 | 16 | -4 | 10 | -20 | 1.1 | 2.5 | 20
COc1ccc(S(=O)(=O)N2CCN(c3ccc(C)cc3C)CC2)cc1OC | -3 | 3.3 | 0.6 | 10 | -1 | 1 | 4 | 0.0 | 2.9 | -4
C=C1CCN([C@@H](CC(C)C)C(=O)NCc2ccc(Cl)cc2)S(=O)(=O)c2ccccc21 | 20 | 1.8 | 0.4 | -4 | 2 | 0 | 7 | 0.3 | 4.6 | -7
COc1ccc(Nc2nc3ccccc3nc2-n2nc(C)cc2C)cc1 | · | 2.2 | -0.1 | ? | 0 | 14 | -32 | 0.5 | 3.2 | 32
CCN(CC)S(=O)(=O)c1cccc(N=Nc2c(O)c3ccccc3oc2=O)c1 | 4 | 2.2 | -1.8 | -2 | 4 | 45 | · | 0.3 | 3.2 | ·
O=C(O)c1ccc(CSc2nnc(-c3ccccc3Br)o2)cc1 | 2 | 2.7 | 0.4 | -4 | 0 | · | 6 | -0.3 | 2.1 | -6
COc1ccc(-c2ccccc2)cc1NC(=O)c1ccncc1 | 0 | -4.3 | -1.0 | 9 | -2 | 11 | -26 | -2.4 | 1.1 | 26
